NLRP3 yeast inh = NALP3 inflammasome inhibitors in reconstituted yeast, primary screen, luminescence, uHTS | Yeast reconstituted NLRP3/ASC/caspase-1, beta-gal luminescence, 24 h | inhibition, % at 10 µM | 330,000 compounds, 0.39% hits | AID 2825, 2010;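 active = inhibition of 50% or more; inactive = inhibition below 50%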;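 note: plate controls were induced DMSO wells for no effect and uninduced yeast grown without galactose for full effect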
tim10-1 inh = growth inhibitors of tim10-1 mutant yeast, primary screen, luminescence, uHTS | S. cerevisiae tim10-1 ts strain growth, BacTiter-Glo, 24 h | inhibition, % at 20 µM | 330,000 compounds, 2.2% hits | AID 463190, 2010;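 active = inhibition of at least 40%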;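 note: mutant grown at 25 °C; 0% = DMSO wells with yeast and 100% = wells holding no yeast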
tim23-1 inh = growth inhibitors of tim23-1 mutant yeast, primary screen, luminescence, uHTS; 330,000 compounds, 1.3% hits; S. cerevisiae tim23-1 growth, BacTiter-Glo luminescence, 24 h; inhibition, % at 20 µM; AID 463212, 2010;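 active = growth inhibition of the mutant yeast at or above 50%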;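 note: temperature-sensitive mutant grown at 25 °C; plate controls were DMSO-treated mutant yeast for no effect and medium wells lacking yeast for full effect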
MPTP inh = mitochondrial permeability transition pore inhibitors, primary screen, biochemical, isolated mouse mitochondria, absorbance. Ca2+ swelling absorbance, 30 min. AID 602449, 2012. 360,000 compounds, 1.4% hits. inhibition, % at 10 µM;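 active = inhibition of 50% or more, scaled per plate between neutral and stimulator controls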;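 note: 0% = DMSO wells given calcium and 100% = 1 mM EGTA wells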
beta cell repl = inducers of MIN6 beta-cell proliferation, primary screen, ATP luminescence, uHTS; MIN6 cells proliferation, ATPlite luminescence, 48 h; cells starved in 0.2% serum; 100% = growth in 10% serum; proliferation, % at 10 µM; 330,000 compounds, 0.29% hits;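 active = compounds whose signal lies at least 3.5 SD above the mean of all wells on their plate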;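 note: 0% = DMSO-treated cells in low-serum medium and 100% = 10% serum control; some compounds called inactive have numbers as strong as hits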
APJ ag = agonists of human apelin receptor APJ, primary screen, CHO-K1 cells, PathHunter beta-arrestin, luminescence; 0% DMSO wells, 100% apelin; activation, % at 20 µM; AID 2520, 2010; 330,000 compounds, 0.11% hits; P35414;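 active = activation more than six SD over the plate average, tested at 20 µM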;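 note: 0% = DMSO alone and 100% = apelin-13 at 10 nM; some results filed as inactive read as strong as hits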
Target sequence (P35414 whole entry, looked up): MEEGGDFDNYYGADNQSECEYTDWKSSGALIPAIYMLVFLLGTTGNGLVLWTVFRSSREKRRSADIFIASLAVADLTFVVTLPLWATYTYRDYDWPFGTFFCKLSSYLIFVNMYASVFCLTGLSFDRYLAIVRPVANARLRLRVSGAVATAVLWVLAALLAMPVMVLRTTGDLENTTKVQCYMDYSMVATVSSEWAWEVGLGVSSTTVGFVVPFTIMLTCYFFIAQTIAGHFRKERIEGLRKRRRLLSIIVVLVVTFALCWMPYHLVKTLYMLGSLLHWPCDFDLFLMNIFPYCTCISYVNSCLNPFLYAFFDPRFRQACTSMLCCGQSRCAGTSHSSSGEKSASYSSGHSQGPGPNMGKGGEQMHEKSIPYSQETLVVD
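Test system – PathHunter CHO-K1 APJ (AGTRL-1) beta-arrestin reporter cells · Input – 1000 cells/well · Compound – single test compound dose, 20 µM final, 1% DMSO · Times – compound stimulation 90 min at 25 °C, detection 60 min · Technique – beta-gal luminescence · Read-out basis – APJ–arrestin association signal · Control set – negative DMSO alone, positive Apelin-13 at 10 nM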
APJ antag = antagonists of human apelin receptor APJ, primary screen, CHO-K1 cells, beta-arrestin complementation, luminescence. P35414. 330,000 compounds, 0.32% hits. inhibition, % at 20 µM;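 active = inhibition above about 40% at 20 µM, limit read from the data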;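 note: cells challenged with 10 nM apelin-13 agonist together with compound; plate controls were apelin-13 plus DMSO wells for no effect and DMSO wells lacking apelin-13 for full effect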
GRIN3A LBD mod = binders of NR3A ligand-binding domain, primary screen, biophysical, differential scanning fluorimetry, uHTS. NR3A LBD differential scanning fluorimetry, Tm shift; 0% = protein alone, 100% = glycine-bound protein. AID 1259313, 2017. 340,000 compounds, 2.5% hits. Tm shift relative to glycine control, % at 25 µM. Glutamate receptor ionotropic, NMDA 3A (GRIN3A) ligand-binding domain;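 active = melting temperature shift of at least 10% of the positive control shift, at one fixed dose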
TIM10 inh = growth inhibitors of isogenic TIM10 control yeast, primary screen, counter-screen for tim10-1 yeast inhibitor project, luminescence, uHTS | S. cerevisiae TIM10 strain growth, BacTiter-Glo luminescence, 24 h | inhibition, % at 10 µM | 330,000 compounds, 1.4% hits;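 active = inhibition of 40% or more at the single tested concentration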;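 note: wild-type TIM10 isogenic control strain grown at permissive 25 °C; 0% = DMSO yeast wells and 100% = minimal medium wells without yeast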
Numbers without * were called inactive; nt = no result given. No enrichment for hits. About 7.2% of those tested had a hit in this group.

SMILES	NLRP3 yeast inh	tim10-1 inh	tim23-1 inh	MPTP inh	beta cell repl	APJ ag	APJ antag	GRIN3A LBD mod	TIM10 inh
COC(=S)N/C(=N\S(=O)(=O)c1ccc(Cl)cc1)c1ccccc1	8.8	16.5	20.9	-0.2	-2.2	1.9	-0.8	-0.2	11.7
Cc1cc(C(=O)Nc2ccc3nc(C)sc3c2)c2ccccc2n1	-0.6	-3.3	-5.7	1.1	-4.4	-6.0	2.9	1.6	-7.6
CN(C)c1ccc(N=Cc2nc(-c3ccccc3)oc2O)cc1	25.1	-1.4	-1.8	0.8	3.1	-0.5	7.9	-0.6	-1.8
Cc1[nH]c(C)c(S(=O)(=O)Nc2ccccc2Cl)c1C(=O)N1CCCC1	6.4	-10.7	1.4	-1.4	-1.6	-2.9	-1.9	-1.1	5.8
Cc1cccc(NC(=O)CSc2ncnc3nc[nH]c23)c1C	-14.8	-7.4	-0.6	-0.8	-3.7	-2.8	-5.8	1.9	-10.1
Cc1cc(C(=O)COC(=O)CCc2nc3ccccc3c(=O)[nH]2)c(C)n1CC1CCCO1 (stereo unspecified)	12.1	-7.2	12.2	nt	-3.7	-3.6	16.3	-1.7	2.5
CCN1C(=O)[C@H]2[C@@H](c3ccc(Cl)cc3)N3C(=O)CN(CC4CC4)C(=O)[C@@]3(Cc3ccccc3)[C@H]2C1=O	1.2	-6.7	-11.5	1.0	-1.5	-0.2	-59.6	-2.5	-0.9
Cn1ccnc1C(=O)c1cccc(Br)c1	28.2	14.0	15.2	-4.3	0.0	0.2	8.3	-2.2	-3.9
O=C(c1ccc(Cl)c(S(=O)(=O)N2CCCC2)c1)N1CCOCC1	6.9	7.6	12.7	-0.7	1.2	-3.6	26.3	-0.3	2.5
CC(NC(=O)C12CC3CC(CC(C3)C1)C2)c1ccc(F)cc1 (stereo unspecified)	-8.8	28.3	12.8	-0.6	0.0	0.1	3.8	0.8	8.8
COC(=O)[C@@H](C)NC(=O)c1ccc2oc(CCc3ccccc3)nc2c1	6.5	11.3	22.5	-0.1	-3.0	-0.4	11.6	-1.4	5.6
CCC1C(c2ccccc2)N(C)C(c2ccccc2)CC1(O)c1ccccc1 (stereo unspecified)	-24.1	38.9	31.7	4.5	-6.2	-1.1	28.1	-38.0	44.0*
CC(C)c1nnc(NC(=O)CC23CC4CC(CC(C4)C2)C3)s1	-9.9	-14.7	-5.5	0.4	-0.4	-2.2	-2.2	1.1	-1.8
Cc1ccc(-c2n[nH]c(=S)c3ccccc23)cc1	-1.2	15.8	20.5	1.4	-2.0	-2.0	-16.6	0.5	21.7
NNC(=O)CN1C(=O)Nc2ccc(Br)cc2C1c1ccccc1 (stereo unspecified)	14.4	-0.4	11.2	-0.7	-3.1	0.2	-5.0	0.1	-2.5
CCCc1nc(NCCO)c(C#N)c2c1CCCC2	9.3	17.4	24.9	1.0	-1.5	-1.1	12.3	2.4	-28.7
O=C(CSc1ccc(-c2ccc(Cl)cc2)nn1)NC1CCCC1	-26.6	14.1	12.6	0.1	-1.0	7.2	-19.6	-0.9	13.3
O=C1C2CC=CCC2C(=O)N1c1cccc(OS(=O)(=O)c2ccc3ccccc3c2)c1 (stereo unspecified)	9.2	29.1	18.9	23.5	0.5	0.8	5.2	2.4	9.1
CCOC(=O)CC(=O)NC1(Cc2ccc(O)cc2)CCCCC1	15.7	15.8	9.2	1.1	-0.6	-1.5	0.0	-1.8	7.1
OCCn1nc(-c2ccccc2)cc1-c1ccccc1	26.7	7.8	20.6	0.9	3.1	2.8	-11.9	-2.9	-1.2
COCCn1c(=S)[nH]c2cc(C(=O)N3CCc4ccccc43)ccc2c1=O	17.1	8.8	-18.9	9.0	-4.5	-3.6	2.5	0.7	-1.3
COc1ccc(-c2[nH]ncc2-c2ccc(Cl)cc2)c(O)c1	17.4	-0.7	11.1	4.7	0.8	-0.1	-12.3	1.4	-8.6
c1ccc(N2CCN(CCc3nnc4n3CCCCC4)CC2)cc1	-4.8	-4.3	16.9	0.3	-0.2	-1.3	12.5	2.2	4.1
CCOC(=O)C1=C(C)N(C[C@@H]2CC[C@@H](Cc3ccc(-c4ccccc4)cc3)O2)C(=O)NC1c1ccc(-c2ccccc2)cc1 (stereo partly specified)	nt	8.5	23.2	3.9	nt	nt	nt	-0.5	-2.8
O=C(N=C1c2ccccc2CN1c1cccc(Cl)c1)c1cccnc1	7.4	17.0	49.1	0.8	-3.6	-2.5	3.1	-0.2	35.2

2 records picked at random from those above:
SMILES	NLRP3 yeast inh	tim10-1 inh	tim23-1 inh	MPTP inh	beta cell repl	APJ ag	APJ antag	GRIN3A LBD mod	TIM10 inh
CCOC(=O)CC(=O)NC1(Cc2ccc(O)cc2)CCCCC1	15.7	15.8	9.2	1.1	-0.6	-1.5	0.0	-1.8	7.1
Cc1[nH]c(C)c(S(=O)(=O)Nc2ccccc2Cl)c1C(=O)N1CCCC1	6.4	-10.7	1.4	-1.4	-1.6	-2.9	-1.9	-1.1	5.8

(next part)
SMILES	NLRP3 yeast inh	tim10-1 inh	tim23-1 inh	MPTP inh	beta cell repl	APJ ag	APJ antag	GRIN3A LBD mod	TIM10 inh
C[C@]12c3[nH]c4cc(-c5ccco5)ccc4c3CCN1C(=O)[C@@H](CC(=O)NCCN1CCOCC1)C[C@@H]2C(=O)N1CCOCC1	nt	8.0	19.3	0.1	nt	nt	nt	-2.6	-3.7
COC(=O)c1ccccc1NC(=O)CSc1nnnn1-c1ccc(C)cc1C	23.3	13.7	32.7	2.9	-0.6	-2.0	-3.0	-2.2	-13.4
CNC[C@H](CC1CCCCC1)NC[C@H](NCCC1CCCC1)[C@H](C)O	15.7	5.1	-1.9	0.3	-8.9	-3.5	-1.8	-3.5	3.9
CCOc1nc2ccccc2nc1NS(=O)(=O)c1ccccc1	12.5	25.4	26.0	-2.0	-2.0	-1.7	2.9	1.0	-4.6
O=C(NCCCc1ccccc1)c1cc(COc2c(F)cccc2F)on1	12.6	6.7	22.9	-1.0	-2.9	-2.7	12.2	0.8	0.9
CCN=C1NN=C(c2cc(C)n(Cc3ccco3)c2C)CS1	7.8	7.6	-4.0	0.8	-2.0	-1.3	2.0	-4.2	-3.4
COc1cccc(OCc2cc(C(=O)N3CCCC3c3ccccn3)no2)c1 (stereo unspecified)	14.5	17.7	21.8	0.8	-1.6	-2.7	8.9	-2.2	13.6
N#Cc1c(N)[nH]c(=S)c(C#N)c1-c1ccccc1	13.7	20.9	13.5	13.1	3.2	-1.8	13.5	2.4	5.5
COc1ccccc1-c1c(C)oc2cc(OC(=O)c3ccco3)ccc2c1=O	8.1	29.3	41.1	7.3	-1.1	-1.0	2.1	-2.5	26.7
C=CCN(C(=O)CCC(=O)Nc1cc(C)on1)C(C(=O)NC(C)(C)CC)c1cccc(OC)c1OC (stereo unspecified)	0.0	5.1	-1.7	-0.7	2.2	3.0	4.3	-0.4	-8.2
COC(=O)C1=C(C(=O)OC)[C@@H]2N(Cc3ccccc3)c3ccccc3[C@@]23C[C@@H](C(=O)OC)N(C(=O)c2cc(C)oc2C)C3=N1	-1.4	20.6	24.8	-1.6	-7.9	1.3	31.4	-5.1	9.7
COc1ccc(C2(C(=O)Nc3ccc(OC)cc3OC)CCCC2)cc1	14.1	20.8	17.5	1.1	0.1	-0.9	-49.4	-3.4	12.3
Cc1ccc(S(=O)(=O)N(C)CC(=O)Nc2cccnc2)cc1	24.1	-6.3	0.7	-1.6	1.9	-0.5	33.2	-0.4	-0.7
COc1cc(OC)c(S(=O)(=O)Nc2ccccc2N2CCCCC2)cc1NC(C)=O	15.1	2.8	11.0	3.5	0.1	-2.9	-4.9	2.1	1.9
CCOC(=O)CCCCCNC(=O)c1ccc(F)cc1F	17.1	-15.7	-10.8	0.0	0.8	-2.4	12.0	0.0	-10.1
Cc1cccn2c(=O)c3cc(C(=O)NC4CCCC4)c(=N)n(C4CCCCC4)c3nc12	8.3	26.9	5.7	-0.5	-6.4	1.6	2.9	-2.3	-9.3
N#Cc1ccc(CSc2nnc(-c3cnccn3)o2)cc1	7.4	10.3	10.1	1.3	-2.4	3.8	-6.8	1.9	13.5
CCc1ccccc1NC(=O)c1ccc2c(O)c(S(=O)(=O)c3ccc(OC)cc3)c(=O)[nH]c2c1	2.0	-6.1	-7.6	-1.4	-0.2	1.8	4.9	-0.8	-4.8
CCCCNC(=O)CC1NCCNC1=O (stereo unspecified)	15.2	-3.7	-3.3	-1.2	1.7	-1.8	12.3	0.7	0.3
CCOC(=O)C1=C(O)C(=O)N(c2ccc(S(N)(=O)=O)cc2)C1c1ccc(Br)cc1 (stereo unspecified)	-3.6	-1.6	13.1	2.1	-1.6	-0.9	-14.5	0.5	-7.8
C=C(C(=O)c1ccccc1)C(C(=C)C(=O)c1ccccc1)c1ccc(OC)cc1	-15.5	23.7	13.3	3.0	-6.0	-2.0	5.5	2.0	11.2
CCN1C(=O)[C@H]2[C@@H](c3ccc(C)cc3)N3C(=O)N(c4ccc(OC)cc4)C(=O)[C@@]3(Cc3ccccc3)[C@H]2C1=O	6.4	-11.5	1.6	-0.2	-2.1	-0.5	-46.6	-3.0	5.1
O=C(NCc1nc2ccccc2[nH]1)C1=C[C@H](C2CC2)C[C@H](OCc2ccc(CO)cc2)O1	17.4	-17.5	-5.6	-1.3	-4.0	7.2	-13.1	-2.5	-6.0
Cc1cccc(C(=O)Oc2ccccc2/C=N/NC(=O)c2ccc(NC(=O)C(C)(C)C)cc2)c1	14.5	18.9	4.7	-0.9	0.0	-9.4	0.4	6.0	13.4
CCOCCCN(C)C1CCN(C(=O)c2oc3ccccc3c2NC(=O)c2ccc(F)cc2)CC1	10.5	14.6	-1.9	0.9	-4.7	-0.4	1.3	2.6	13.6

(list continues)
SMILES	NLRP3 yeast inh	tim10-1 inh	tim23-1 inh	MPTP inh	beta cell repl	APJ ag	APJ antag	GRIN3A LBD mod	TIM10 inh
Cc1nc2c(=O)n(-c3ccc(F)cc3F)nc(C)c2s1	-0.8	-7.0	-6.6	0.6	-0.2	-0.1	15.3	1.2	15.5
COc1ccc(/C=C2/NC(=O)CNC2=O)cc1	2.8	17.7	4.5	0.1	-0.9	-2.8	-9.4	-1.7	-4.6
CCCC/C(C)=N/NC(=O)CN(c1ccc(Br)cc1)S(=O)(=O)c1ccccc1	-4.9	13.0	8.3	0.4	-0.7	-3.3	-7.2	-3.9	18.2
CC1(C)C[C@@H]2C[C@@](C)(CN2C(=O)c2cc(COc3cccc(C(F)(F)F)c3)on2)C1	1.7	21.1	23.0	2.3	-7.0	-1.5	5.2	2.2	15.3
Cc1cc(-c2ccc(S(=O)(=O)N3CCc4ccccc4C3)s2)on1	7.0	-26.0	1.5	2.1	1.7	-1.0	-12.5	-0.3	-10.0
COc1ccc2[nH]c(C)c(C(=O)CN3CCc4cc(OC)c(OC)cc4C3)c2c1	1.1	0.9	12.5	0.6	-0.3	3.6	10.8	1.4	10.3
CN1CCN(C(=S)NC(=O)c2ccccc2Br)CC1	7.5	7.8	14.1	-1.0	1.4	-5.6	8.4	-1.7	5.3

Bioassay records from PubChem BioAssay.
